Assay outcomes as filed in PubChem.
Bim-Bfl-1 = human Bim-Bfl-1 interaction inhibition. Q16548. Bead-based flow cytometry, Bim-Bfl-1 binding inhibition. inhibition, % at 10 µM. 0.12% of 190,000 active;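 also: 0% = wells without compound plus tracer and 100% = blocker peptide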
Bcl-XL Bim block = disrupts Bim peptide binding to human Bcl-XL; Q07817; bead flow cytometry, fluorescence; inhibition, % at 10 µM; 0.04% of 190,000 active
Bcl-W Bim block = inhibitors of Bim-Bcl-W interaction, human; Q92843; bead-based flow cytometry, Bim peptide-Bcl-W binding; inhibition, % at 10 µM; 0.02% of 190,000 active; AID 952;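 also: 0% = bound tracer without compound and 100% = peptide blocker; higher means less fluorescent Bim peptide bound to Bcl-W beads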
Target sequence (Q92843 whole entry, looked up): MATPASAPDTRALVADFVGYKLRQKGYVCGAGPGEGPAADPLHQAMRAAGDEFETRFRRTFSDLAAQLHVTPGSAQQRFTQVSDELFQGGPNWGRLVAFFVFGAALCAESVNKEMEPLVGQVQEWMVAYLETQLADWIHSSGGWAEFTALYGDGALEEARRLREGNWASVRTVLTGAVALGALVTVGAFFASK
Bcl-B Bim block = human Bim-Bcl-B interaction inhibition | Q9HD36 | bead-based flow cytometry, Bim peptide-Bcl-B binding | inhibition, % at 10 µM | 0.073% of 190,000 active | AID 951;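 also: 0% = tracer peptide without compound and 100% = reference inhibitor peptide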
Target sequence (Q9HD36 whole entry, looked up): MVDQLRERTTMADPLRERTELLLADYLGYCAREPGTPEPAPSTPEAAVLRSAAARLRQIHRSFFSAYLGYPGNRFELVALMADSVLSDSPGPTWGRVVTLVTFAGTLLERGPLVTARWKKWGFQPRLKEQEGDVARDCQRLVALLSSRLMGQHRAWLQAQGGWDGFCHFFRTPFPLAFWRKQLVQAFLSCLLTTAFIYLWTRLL
Bim-Bcl-2 = human Bim-Bcl-2 interaction inhibition; P10415; Bead-based flow cytometry, Bim peptide-Bcl-2 binding; inhibition, % at 10 µM; 0.06% of 190,000 active; AID 950; in the data active = inhibition above about 40%; inconclusive = no clear call, values can overlap the other calls;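 also: 0% = no compound wells with probe peptide and 100% = reference peptide inhibitor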
RGS7-Gao = human RGS7-Galphao interaction regulation | Multiplexed bead flow cytometry, RGS7-Galphao binding; actives lie on both sides | binding response (% of control), % at 10 µM | 0.35% of 220,000 active | AID 1439; in the data active = binding response below about 49% or above about 150%; inconclusive = no clear call, values can overlap the other calls; inactive = in between;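 also: fluorescent Galphao held in activated GDP-AlF4 state binding bead-coupled RGS7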
Avidin fluor = avidin bead compound fluorescence profile; Avidin beads, compound fluorescence 488/530 nm, flow cytometry; hits give high values; 0.38% of 220,000 active; fluorescence (KMESF) at 10 µM; AID 1775; in the data active = fluorescence above about 47; also: inactives centre near 10
ABCB1 inh = inhibitors of human ABCB1 transporter, ABCG2 counter-screen; CCRF-Adr cells, JC-1 efflux, flow cytometry; inhibition, % at 6.6 µM; AID 1326; P08183; 0.067% of 190,000 active; in the data active = inhibition above about 40%;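 also: 0% = vehicle and 100% = reference inhibitor; higher value means more JC-1 retained so stronger ABCB1 efflux block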
RGS4-Gao reg = modulates binding of RGS4 to human Galphao. P09471. Multiplexed bead flow cytometry; actives lie on both sides. 0.33% of 220,000 active. binding response (% of control), % at 10 µM; in the data active = binding response below about 49% or above about 150%; inactive = in between;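 also: fluorescent Galphao activated with aluminum fluoride binding bead-coupled RGS4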
ABCG2 block = human ABCG2 inhibition, ABCB1 as counter-screen; IgMXP3 cells, JC-1 efflux, flow cytometry; inhibition, % at 6.6 µM; 0.1% of 190,000 active; AID 1325;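 active = inhibition above 80%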;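 also: 0% = DMSO and 100% = nicardipine control wells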
Target sequence (Q9UNQ0 whole entry, looked up): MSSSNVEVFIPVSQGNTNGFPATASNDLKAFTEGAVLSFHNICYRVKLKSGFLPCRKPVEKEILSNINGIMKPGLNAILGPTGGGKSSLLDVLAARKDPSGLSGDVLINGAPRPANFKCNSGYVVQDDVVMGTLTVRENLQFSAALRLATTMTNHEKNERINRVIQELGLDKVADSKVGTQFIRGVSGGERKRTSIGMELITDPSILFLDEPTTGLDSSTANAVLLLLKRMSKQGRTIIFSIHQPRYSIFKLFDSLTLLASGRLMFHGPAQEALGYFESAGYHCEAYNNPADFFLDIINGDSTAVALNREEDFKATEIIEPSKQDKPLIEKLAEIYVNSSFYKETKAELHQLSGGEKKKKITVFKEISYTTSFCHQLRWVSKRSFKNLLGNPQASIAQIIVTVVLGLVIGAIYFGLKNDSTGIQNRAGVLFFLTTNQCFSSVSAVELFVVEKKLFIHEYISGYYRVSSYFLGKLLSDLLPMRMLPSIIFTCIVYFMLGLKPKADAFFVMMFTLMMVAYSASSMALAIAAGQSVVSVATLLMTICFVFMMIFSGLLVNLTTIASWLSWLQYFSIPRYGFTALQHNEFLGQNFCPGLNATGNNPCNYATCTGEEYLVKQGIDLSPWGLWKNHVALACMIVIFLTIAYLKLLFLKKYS
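test system = two drug-resistant human cell lines, ABCG2 and ABCB1 | amount = 3 million cells/mL final, two lines in 1:1 ratio | reagent = JC-1 transporter substrate | doses = one concentration, 6.6 µM final | incubation = 10 min at 25 °C | signal = flow cytometric JC-1 green MFI at 530 nm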
GSH fluor = GSH bead compound fluorescence profile; GSH beads flow cytometry, compound fluorescence 488/530 nm; hits give high values; fluorescence (KMESF) at 10 µM; 0.25% of 190,000 active; AID 1776; in the data active = fluorescence above about 89;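 also: glutathione beads carrying GST-tagged Bcl family fusion proteins plus one bare bead set; values are compound well signal with DMSO vehicle wells as background; inactives centre near 16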
Active calls of the source: *; ? = inconclusive. Rule as the data show it, unless noted: active = inhibition above about 40%. Random draw from the library. About 1.3% of those tested had a hit in this group.

SMILES	Bim-Bfl-1	Bcl-XL Bim block	Bcl-W Bim block	Bcl-B Bim block	Bim-Bcl-2	RGS7-Gao	Avidin fluor	ABCB1 inh	RGS4-Gao reg	ABCG2 block	GSH fluor
O=S(=O)(c1ccccc1)c1nc(NCc2cccnc2)sc1Cl	-6.0	0.0	-3.0	-1.0	-1.0	95.7	11	0.7	98.5	9.9	16
COc1cccc(C(=O)NNC(=O)Cc2ccc([N+](=O)[O-])cc2)c1	-5.0	-9.0	-5.0	-3.0	-4.0	97.8	7	-0.1	101.2	-9.0	10
CCN(CC(=O)Nc1cc(Cl)ccc1C)C(=O)COc1ccccc1F	-4.0	0.0	-2.0	0.0	0.0	100.6	25	0.0	99.6	2.1	6
Cc1ccc(N2C(=O)CSC2=S)cc1C	-8.0	-4.0	-1.0	-7.0	-3.0	100.2	8	0.2	102.3	0.0	27
CC(=O)Nc1ccc(NC(=O)CCC(=O)OCC(=O)c2cccc([N+](=O)[O-])c2)cc1	-5.0	-4.0	-3.0	-5.0	-3.0	98.8	9	0.9	101.4	5.5	21
Cc1nonc1OCCNCCNc1ccccc1[N+](=O)[O-]	-5.0	-5.0	-1.0	-5.0	-3.0	104.0	10	0.2	105.8	0.6	15
COc1ccc(CCNC(=O)C2CCC(CNS(=O)(=O)c3ccccc3)CC2)cc1OC (stereo unspecified)	-2.0	-10.0	-7.0	-4.0	-3.0	105.2	23	1.1	99.8	5.3	9
COc1cc(C(=S)NC2CCCCC2)ccc1O	10.0	-2.0	0.0	-12.0	2.0	106.6	3	-3.1	99.4	-14.0	14
COc1ccc(-c2cc(C(F)(F)F)nc(N3CCCCC3)n2)cc1OC	-4.0	-4.0	0.0	-2.0	-6.0	98.8	39	0.4	98.9	4.8	12
Cc1cccc2cc3c(N)c(C#N)sc3nc12	-8.0	0.0	3.0	-8.0	0.0	94.7	5	-0.2	97.2	-0.5	18
O=C(NCC1CCCO1)C1CCN(C2CCN(C(=O)CC3CCCC3)CC2)CC1 (stereo unspecified)	-3.0	-4.0	-2.0	-4.0	-3.0	102.9	4	-0.4	99.2	0.4	10
O=C(CSc1nnc(NC(=O)CN2CCOCC2)s1)Nc1ccccc1	-10.0	-6.0	-3.0	-4.0	-5.0	94.9	11	0.3	96.0	2.5	84
Cc1ccc(-n2nc(C(=O)c3ccccc3)n3c(=O)cc(-c4ccccc4)nc23)cc1	0.0	-6.0	-2.0	-7.0	0.0	98.8	40	0.2	99.5	1.8	15
O=C(Nc1ccccc1Sc1ccccc1)C1CCCO1 (stereo unspecified)	-1.0	-1.0	-2.0	-7.0	-3.0	88.0	11	0.9	84.8	6.8	28
COc1cccc(-c2nc(CS(=O)CC(=O)O)c(C)o2)c1 (stereo unspecified)	-2.0	-2.0	-2.0	-4.0	1.0	97.7	5	0.3	95.8	1.9	24
O=C(NC1CCCCC1)C1CCN(c2nnnn2-c2ccccc2)CC1	1.0	-4.0	-5.0	-2.0	-2.0	97.9	14	0.4	102.8	1.9	12
COc1ccc(CCNC(=O)[C@@H]2C[C@H]2c2ccccc2)cc1OC	-1.0	-6.0	-1.0	-5.0	-2.0	103.1	7	0.5	103.8	4.5	10
CCCn1c(SCC(=O)NCc2ccccc2Cl)n[nH]c1=O	-6.0	-2.0	-2.0	-4.0	-4.0	?	7	-0.1	102.8	2.9	16
O=C(COc1ccccc1F)NC1CC1	-11.0	1.0	-3.0	-8.0	-5.0	101.0	9	0.0	103.9	0.0	40
O/N=C1\CCCCc2ccccc21	-13.0	-9.0	2.0	-6.0	-7.0	105.8	8	0.9	107.9	3.8	54
CC1(C)Cc2c(c(-c3ccccc3)nc3[nH][nH]c(=O)c23)CO1	-7.0	-4.0	4.0	-11.0	-7.0	98.2	4	0.2	101.7	1.1	54
O=C(Cc1ccc(-n2c(=O)[nH]c3ccsc3c2=O)cc1)N1CCN(c2ccc(Cl)cc2)CC1	-2.0	-6.0	-5.0	-10.0	-5.0	102.3	13	-0.2	102.4	1.1	4
CCCCOc1ccccc1N	-1.0	-1.0	0.0	-1.0	-2.0	99.8	11	-5.6	99.6	-4.7	29
CC(=O)OCC(=O)C1=CCC2C3CCC4=CC(=O)C=CC4(C)C3(F)C(OC(C)=O)CC12C (stereo unspecified)	3.0	-5.0	-5.0	0.0	-2.0	97.3	6	0.6	92.8	1.0	12
O=C1c2[nH]nc(-c3ccccc3O)c2C(c2cccc(O)c2)N1Cc1ccco1 (stereo unspecified)	-3.0	-3.0	-3.0	-4.0	-2.0	93.6	15	-2.8	88.6	-3.1	21
CCO/N=C(\C)c1c(O)cc(C(C)C)n(-c2ccccc2)c1=O	-4.0	-5.0	-3.0	-6.0	-6.0	100.3	13	0.8	95.8	15.7	11
Cc1ccc(-n2c(C)c3c(C)nnc(C)c3c2C)cc1C	0.0	2.0	0.0	0.0	0.0	104.3	17	0.9	106.0	3.3	12
O=C(NC1CCN(Cc2ccccc2)CC1)C1CCCN(c2nnc(-n3cccc3)s2)C1 (stereo unspecified)	-8.0	0.0	0.0	-6.0	-4.0	100.6	7	1.8	101.7	2.0	27
Cn1/c(=N\NC(=O)c2ccccc2Cl)sc2ccccc21	-6.0	0.0	0.0	-1.0	-1.0	98.3	9	1.4	105.9	3.1	13
CCOc1ccc(C(=O)C[n+]2ccc(C(=O)NCc3ccccc3)cc2)cc1	0.0	1.0	1.0	0.0	-1.0	103.7	23	-0.3	104.1	-0.9	12
Cc1cccc2cc(C(c3nnnn3C(C)(C)C)N3CCN(C(=O)c4ccco4)CC3)c(=O)[nH]c12 (stereo unspecified)	-8.0	-5.0	2.0	-8.0	-13.0	103.6	13	0.0	98.8	0.3	10
Cc1cc2ncn(S(=O)(=O)c3ccc(S(=O)(=O)N4CCOCC4)cc3)c2cc1C	-4.0	-2.0	-2.0	-6.0	-3.0	101.6	9	-0.1	103.0	-1.3	14
O=C(NCCCCNC(=O)c1cccs1)c1cccs1	0.0	-5.0	-1.0	-4.0	0.0	109.8	7	0.3	114.6	4.0	11
COCC(=O)N(C)C1(c2nnnn2CCOC(=O)Nc2ccc(Cl)cc2)CCCCC1	-1.0	-3.0	0.0	-2.0	-3.0	?	10	0.9	99.3	2.8	12
Cc1cccc(C)c1NC(=S)NC(C)CCc1ccccc1 (stereo unspecified)	-7.0	-3.0	-4.0	-13.0	-7.0	99.0	6	0.6	99.3	6.2	15
COc1ccc(NCc2ccc([N+](=O)[O-])s2)c(OC)c1	10.0	-3.0	2.0	-6.0	1.0	98.5	13	5.5	103.2	4.6	10
Oc1[nH]c2ccccc2c1N=Nc1ccc(C(F)(F)F)cn1	-2.0	0.0	0.0	-2.0	0.0	105.5	10	0.0	103.2	2.1	9
Fc1ccccc1-c1ccc(/C=N/Nc2nc3ccccc3[nH]2)o1	4.0	0.0	1.0	-4.0	3.0	102.8	10	-0.2	101.8	-0.8	3
CC1=C(C(=O)OC(C)C)[C@@H](c2ccc(C)o2)NC(=O)N1	0.0	-2.0	-2.0	-3.0	0.0	97.2	4	1.1	97.4	4.1	24
CC1CCN(S(=O)(=O)c2ccc(Cl)cc2Br)CC1	-8.0	-5.0	-3.0	-8.0	-10.0	98.7	16	0.7	99.2	2.9	25
Cc1cccc(N2CCN(Cc3nc(-c4ccccc4Cl)oc3C)CC2)n1	-4.0	0.0	0.0	-4.0	-2.0	102.4	6	0.6	103.1	-0.5	20
COc1ccc(S(=O)(=O)n2nc(OC(=O)c3cccs3)cc2N)cc1	0.0	1.0	2.0	4.0	-2.0	101.0	6	0.7	100.0	5.0	15
CCN(CC)S(=O)(=O)c1ccc(NC(=O)COC(=O)c2ccc(Br)o2)cc1	-1.0	-4.0	-1.0	0.0	-1.0	100.0	7	1.1	104.8	14.9	17
CCn1c(C)nc2cc(C(=O)NNC(=S)Nc3ccccc3)ccc21	-2.0	0.0	0.0	-12.0	-3.0	108.2	10	-0.2	103.7	5.8	15
COc1ccc(CN2CCC(C(=O)N(C)CCc3ccc(OC)c(OC)c3)CC2)c(OC)c1	-8.0	-4.0	-2.0	-7.0	-5.0	97.8	6	0.3	101.4	0.3	31
C#CCNC(=O)C1=C[C@H](C2CC2)C[C@H](OCCCCO)O1	-5.0	-3.0	-1.0	0.0	-3.0	102.9	6	0.2	99.5	1.6	17
COc1ccc2c(c1)C(=O)[C@@H](O)[C@H](c1ccc(OC)c(Br)c1)O2	0.0	-1.0	0.0	-2.0	0.0	103.0	11	1.3	103.8	21.2	18
O=S1(=O)CCN2C(=N1)SC1=C2CCN(Cc2ccccc2)C1	-4.0	-7.0	-5.0	-7.0	-7.0	98.1	15	-0.7	102.7	2.6	29
COC(=O)c1sccc1NC(=O)/C=C/c1c(Cl)cccc1Cl	-2.0	2.0	1.0	0.0	0.0	100.8	12	1.2	101.7	7.8	24
Cc1ccc(-c2nc3ncccc3o2)cc1NC(=O)COc1ccccc1	-1.0	-1.0	1.0	0.0	-4.0	95.3	11	0.3	100.7	0.7	23
Cc1ccccc1C(=O)Nc1nnc(-c2ccco2)o1	-4.0	-2.0	0.0	-1.0	2.0	?	9	0.1	100.3	4.2	19
CCS(=O)(=O)c1c(S(=O)(=O)CC)c2ccccn2c1C(N)=O	-4.0	-10.0	-7.0	-2.0	0.0	103.1	27	0.6	105.0	1.8	8
CCc1cc(C(=O)OC)c(NC(=O)CC2NCCNC2=O)s1 (stereo unspecified)	-3.0	0.0	-2.0	-4.0	-2.0	101.2	11	0.7	101.2	4.6	16
CCN(CC)S(=O)(=O)c1ccc(N2CCCC2)c(C(=O)OCC(=O)N2CCCC2)c1	-5.0	0.0	0.0	-1.0	-2.0	99.3	24	0.5	99.6	-1.0	12
CCOC(=O)c1cn(-c2c(Cl)cccc2Cl)c2cc(Cl)c([N+](=O)[O-])cc2c1=O	0.0	-8.0	-5.0	-5.0	-2.0	99.5	6	0.8	107.4	25.3	25

Complete entries, looked up by structure. Order of values: Bim-Bfl-1	Bcl-XL Bim block	Bcl-W Bim block	Bcl-B Bim block	Bim-Bcl-2	RGS7-Gao	Avidin fluor	ABCB1 inh	RGS4-Gao reg	ABCG2 block	GSH fluor
CCN(CC)S(=O)(=O)c1ccc(N2CCCC2)c(C(=O)OCC(=O)N2CCCC2)c1 reads -5.0	0.0	0.0	-1.0	-2.0	99.3	24	0.5	99.6	-1.0	12
Cc1ccc(-c2nc3ncccc3o2)cc1NC(=O)COc1ccccc1 reads -1.0	-1.0	1.0	0.0	-4.0	95.3	11	0.3	100.7	0.7	23
CCOC(=O)c1cn(-c2c(Cl)cccc2Cl)c2cc(Cl)c([N+](=O)[O-])cc2c1=O reads 0.0	-8.0	-5.0	-5.0	-2.0	99.5	6	0.8	107.4	25.3	25
Cc1ccccc1C(=O)Nc1nnc(-c2ccco2)o1 reads -4.0	-2.0	0.0	-1.0	2.0	?	9	0.1	100.3	4.2	19
CCc1cc(C(=O)OC)c(NC(=O)CC2NCCNC2=O)s1 (stereo unspecified) reads -3.0	0.0	-2.0	-4.0	-2.0	101.2	11	0.7	101.2	4.6	16
